Screening data deposited in PubChem by National Center for Advancing Translational Sciences (NCATS).
EPAC1 agonist – qHTS for Agonist of cAMP-regulated guanine nucleotide exchange factor 3 (EPAC1): primary screen; 0.073% of 360,000 active; AID 720707, 2013; Potency, µM (series often up to 154 µM), for inactives: at the highest dose activation, hits mostly activators; EPAC1 agonist qHTS, biochemical assay; response scale: 100% = response to 6.5 mM cAMP; also: potency is read from the fitted curve at half-maximal effect; nearly all actives have a fitted effect of over 60% in size
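Fluorescent GDP-exchange assay: 100 nM EPAC1 with 250 nM Rap1B preloaded with BODIPY-GDP and 50 uM GDP; compounds tested as concentration series, 5 min at room temperature, then read every 5 min for 30 min (ex 480/em 540 nm); normalized to 6.5 mM cAMP.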
Abeta yeast res – qHTS for compounds that reverse cellular toxicity of Amyloid beta (A-beta) peptide in yeast: Primary Screen; yeast expressing A-beta42, growth rescue, OD600, 48 h; response scale: 0% DMSO, 100% iron-clioquinol control; Potency, µM (doses to about 46.1 µM), for inactives: at the highest dose growth rescue, actives largely listed as activators; 0.063% of 410,000 active; AID 1347071, 2019; also: potency is read from the fitted curve at half-maximal effect; nearly all actives have a fitted effect of over 55% in size
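Growth rescue measured by 600 nm absorbance after 48 h yeast culture at 30 C with compound. Values normalized between DMSO and an equimolar ferric chloride plus clioquinol control.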
aSyn yeast inh – qHTS of alpha-syn Inhibitors; Yeast expressing alpha-synuclein, growth rescue, BacTiter-Glo, 24 h; Potency, µM (top dose mostly 46.1 µM), for the others: at the highest dose growth rescue (activation), hits mostly activators; 0.14% of 370,000 active; AID 652106, 2013; also: potency is read from the fitted curve at half-maximal effect; % of control where 0% means no effect; nearly all actives have a fitted effect of over 65% in size
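Readout is rescue of growth in alpha-synuclein-expressing yeast, so inhibitors of toxicity appear as activators. Growth after 24 hr at 30 deg C in galactose medium is quantified by luminescence.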
PLK1 PBD block – qHTS for Inhibitors of PLK1-PDB (polo-like kinase 1 - polo-box domain): Primary Screen; Plk1 PBD binding of FITC phosphopeptide, fluorescence polarization; Potency, µM, inactives show max response, negative = inhibition, hits mostly inhibitors; AID 720504, 2013; 2.8% of 360,000 active; also: potency is read from the fitted curve at half-maximal effect; series mostly up to about 57 µM; % is scaled to controls: 0 for no effect and ±100 for the full control effect; nearly all actives have a fitted effect of over 65% in size
PI5P4K alpha inh – qHTS for Inhibitors of phosphatidylinositol 5-phosphate 4-kinase (PI5P4K); Phosphatidylinositol 5-phosphate 4-kinase type-2 alpha (Homo sapiens), P48426; PI5P4Kalpha enzyme, ADP-Glo luminescence, 60 min; active compounds read low; max response, %; 1.2% of 330,000 active; active = max response of -50% or lower; inconclusive = between -30% and -50%; inactive = -30% or higher; also: value at the top dose of about 77 µM; % is scaled to controls: 0 for no effect and ±100 for the full control effect
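Controls without substrate or without enzyme flank wells where PI5P4Kalpha converts substrate using 5 microM ATP (final). Incubation lasts 60 minutes at room temperature; ADP formed is read by ADP-Glo luminescence.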
WRN inhibitor – qHTS for Inhibitors of WRN Helicase | Bifunctional 3'-5' exonuclease/ATP-dependent helicase WRN (Homo sapiens), Q14191 | WRN helicase unwinding, fluorescent forked duplex, kinetic | Potency, µM (doses to about 114 µM), without a hit: top-dose activity change, negative = inhibition, most hits filed as inhibitors | 0.46% of 360,000 active | AID 651768, 2012; also: potency is read from the fitted curve at half-maximal effect; % is scaled to controls: 0 for no effect and ±100 for the full control effect; nearly all actives have a fitted effect of over 55% in size
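Primary qHTS, 1536-well format. 20 nM WRN + compound, 15 min RT; start with 100 nM forked fluorophore/quencher duplex, 2 mM ATP (final); kinetic read ex 525/em 598 nm.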
FUS yeast rescue – qHTS for Suppressors of FUS Proteinopathy: Primary screen using FUS-linked yeast assay. S. cerevisiae FUS-expressing, growth rescue, OD600, 24 h. Potency, µM (top dose mostly 76.6 µM), for inactives: top-dose growth rescue (activation), actives largely listed as activators. 0.24% of 390,000 active;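 also: potency is read from the fitted curve at half-maximal effect; plate controls were DMSO vehicle for no effect and reference control for full effect; nearly all actives have a fitted effect of over 55% in size; some results filed as inactive show a strong effect at the top dose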
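Quantitative HTS measuring growth restoration of FUS-toxic yeast. Galactose-induced cells (OD 0.005) were exposed 24hr at 30C to compounds at several concentrations, then absorbance at 600 nm was recorded.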
IL-2 act – qHTS of IL-2 Activators | IL-2 activation reporter assay, cell-based qHTS; stimulated with anti-CD3/CD4/CD28 beads; in transgenic mouse T cells | activation, % (series mostly up to about 46 µM) | 0.065% of 360,000 active | AID 652025, 2013; in the data active = activation above about 50%; inconclusive = mostly about 30% to 49%; also: 0% is about no effect
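Readout: EGFP and DsRed signals by fluorescent plate cytometry. Unstimulated transgenic mouse T cells received compound 60 min before antibody-bead stimulation, then incubated 18 h at 37 degrees C.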
EPAC1 antagonist – qHTS for Antagonist of cAMP-regulated guanine nucleotide exchange factor 3 (EPAC1): primary screen; EPAC1 GEF assay, Rap1b-BODIPY-GDP exchange fluorescence; Potency, µM (series often up to 115 µM), inactives show at the top dose activity change, negative = inhibition, usual class: inhibitors; Rap guanine nucleotide exchange factor 3 (Homo sapiens), O95398; 0.14% of 360,000 active;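 also: potency is read from the fitted curve at half-maximal effect; plate controls were vehicle for no effect and positive control for full effect; nearly all actives have a fitted effect of over 50% in size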
* hit, by the source's call; ? = inconclusive; nt = no result given; [ ] = another dose, or the depositor's remark. Unless noted, calls follow the shape of the dose curve; as a rule, active = well fitted curve in the direction sought with a large enough effect; inconclusive = small, poorly fitted or top-dose-only effect, or another doubt; inactive = no such curve, though single readings can be large; an effect the other way counts as inactive or inconclusive. Not a hit list; 4.1% or so of the library scored in one or more.

SMILES,WRN inhibitor,FUS yeast rescue,aSyn yeast inh,PI5P4K alpha inh,EPAC1 antagonist,EPAC1 agonist,IL-2 act,Abeta yeast res,PLK1 PBD block
Cc1c(CCOC(=O)c2ccc(N3CCOCC3)c([N+](=O)[O-])c2)sc[n+]1CC#N,-9.4%,4.4%,-6.0%,1.3,?,6.1%,-3.1,-0.3%,-10.4%
COC(=O)c1ccccc1NC(=O)C(C)c1ccc([N+](=O)[O-])cc1 (configuration not stated),-3.9%,44.6%,8.0%,6.8,-2.5%,10.5%,2.1,-1.2%,-2.8%
CNC(C)C(=O)NC(C(=O)N1CCCC1C(=O)Nc1ccc2ncccc2c1)C(C)C (configuration not stated),-5.1%,-15.5%,3.6%,2.7,-2.6%,6.0%,-0.7,-2.4%,-5.5%
COc1ccc(CNC(=O)C(c2cccc(C)c2)N(C(=O)c2csnn2)C2CC2)cc1 (configuration not stated),0.2%,33.8%,6.1%,2.9,5.4%,8.7%,1.2,-12.4%,-5.0%
COc1ccc(Nc2nc(Nc3ccc(OC)cc3)nc(-n3[nH]c(=O)c(C)c3C)n2)cc1,-16.1%,nt,1.1%,0.8,-21.3%,-19.5%,0.9,2.5%,-5.1%
Cc1cc(NC(=O)Cc2cn3ccsc3n2)n(-c2ccccc2)n1,12.3%,-21.8%,-10.7%,-4.3,3.0%,-5.7%,0.4,9.0%,-2.4%
Cc1ccc(C)c(NC(=O)CSc2nc(=O)n(CCN3CCOCC3)c3c2CCCC3)c1,-4.1%,6.2%,-0.9%,-5.8,5.2%,20.1%,1.5,11.3%,-0.8%
CCc1ccc(-n2c(SCc3cc(=O)n4cc(Br)ccc4n3)nc3[nH]ncc3c2=O)cc1,-2.9%,21.2%,2.7%,-25.9,?,11.9%,-4.7,-2.3%,?

Reprinted at random: 2 records from the list, in no set order.
SMILES,WRN inhibitor,FUS yeast rescue,aSyn yeast inh,PI5P4K alpha inh,EPAC1 antagonist,EPAC1 agonist,IL-2 act,Abeta yeast res,PLK1 PBD block
Cc1cc(NC(=O)Cc2cn3ccsc3n2)n(-c2ccccc2)n1,12.3%,-21.8%,-10.7%,-4.3,3.0%,-5.7%,0.4,9.0%,-2.4%
Cc1c(CCOC(=O)c2ccc(N3CCOCC3)c([N+](=O)[O-])c2)sc[n+]1CC#N,-9.4%,4.4%,-6.0%,1.3,?,6.1%,-3.1,-0.3%,-10.4%

The listing continues:
SMILES,WRN inhibitor,FUS yeast rescue,aSyn yeast inh,PI5P4K alpha inh,EPAC1 antagonist,EPAC1 agonist,IL-2 act,Abeta yeast res,PLK1 PBD block
COC(=O)C[N+](C)(C)C/C=C\c1ccccc1,-1.0%,-1.8%,-0.8%,2.3,7.8%,6.4%,-4.7,-23.6%,-10.5%
C=CCN(C(=O)CNC(=O)c1ccco1)C(C(=O)NC1CCCCC1)c1ccccc1F (configuration not stated),1.1%[57.1 µM],7.3%,-0.5%,-1.3,13.5%,-1.7%,-4.2,-8.4%,-4.1%
CC(=O)c1cc(-c2ccccc2)n(CC(=O)N2CCC(C)CC2)c1C,4.4%,nt,-2.4%,-10.4,2.7%,2.0%,0.3,0.0%,-3.8%
COc1ccc(C(=O)c2ccc(N3CCOCC3)c([N+](=O)[O-])c2)cc1,-10.9%,18.4%,-7.6%,0.4,-1.7%,11.4%,4.6,-2.2%,-10.2%
COC(=O)c1ccccc1NC(=O)CNc1cc(Cl)ccc1N1CCOCC1,-7.6%,6.4%,4.9%,-0.7,-18.2%,3.6%,-0.5,-11.3%,-1.4%
CC(C)C[C@@H](CSc1ccc(Br)cc1)N1CCN(C)CCC1=O,4.6%,-18.3%,5.5%,3.2,10.0%,-1.4%,-0.6,-1.8%,-16.7%
CCC(C)(C)NC(=O)/C=C/c1cnc2ccccc2n1,7.2%,14.2%,5.1%,-22.9,-5.0%,-9.8%,-0.3,-4.1%,-13.3%
Nc1cc(=O)[nH]c(=S)n1-c1cccc(C(F)(F)F)c1,-6.7%,-8.6%,0.1%,nt,-8.4%,7.4%,-2.3,2.9%,-1.1%

SMILES,WRN inhibitor,FUS yeast rescue,aSyn yeast inh,PI5P4K alpha inh,EPAC1 antagonist,EPAC1 agonist,IL-2 act,Abeta yeast res,PLK1 PBD block
COc1cc(OC)cc(C(=O)N[C@H](C(=O)NNC(=O)c2ccc(Br)cc2)C(C)C)c1,11.8%,17.6%,-11.0%,4.1,-2.9%,3.6%,0.0,-2.5%,-9.9%
NC(=O)Cn1cnc2c(nnn2-c2cccc(Cl)c2)c1=O,4.5%,-19.3%,-3.5%,0.3,-24.0%,8.3%,0.3,-9.4%,-7.5%
CCN(C(=O)COC(=O)CNC(=O)c1ccc2ccccc2c1)C1CCS(=O)(=O)C1 (configuration not stated),7.8%,-19.2%,-3.1%,2.2,6.1%,-4.7%,1.1,8.2%,-4.5%
N#CC(C(=O)O)=C1CCCC1,-13.5%,-10.6%,-13.1%,1.7,-7.1%,-13.7%,-2.1,25.1%,-1.0%
Cc1ccc(C2(C)NC(=O)N(CC(=O)Nc3c(C)n(C)n(-c4ccccc4)c3=O)C2=O)cc1 (configuration not stated),4.7%,nt,1.1%,-6.3,-10.9%,-5.7%,-2.4,-1.4%,-3.4%
COc1ccc(/C=C(/NC(=O)c2ccccc2Cl)C(=O)O)cc1,1.1%,8.7%,1.5%,-0.7,-9.1%,-11.1%,-0.4,-3.2%,-5.0%
COc1ccc(CCC(=O)Nc2cc([N+](=O)[O-])ccc2OC)cc1,7.7%,nt,-6.5%,4.9,8.3%,-2.3%,0.5,-2.9%,-6.9%
Cc1ccc([C@H]2C[C@H](O)[C@@H](n3cc(COC(=O)c4ccccc4)nn3)CN2Cc2cccs2)cc1,6.2%,?,14.1%,16.2,-7.7%,15.6%,-3.6,-3.8%,-15.9%

SMILES,WRN inhibitor,FUS yeast rescue,aSyn yeast inh,PI5P4K alpha inh,EPAC1 antagonist,EPAC1 agonist,IL-2 act,Abeta yeast res,PLK1 PBD block
CCCCN(CCCC)Cc1cc(=O)oc2cc(C)cc(C)c12,-8.9%,-30.5%,11.5%,3.3,-2.8%,-18.1%,-0.3,3.8%,4.3%
COc1cc(/C=N/N2C(=O)c3ccccc3C2=O)ccc1O,6.7%,nt,-9.1%,0.1,9.0%,0.6%,0.5,-16.3%,-6.6%
O=c1c2[nH]c3ccc(Br)cc3c2ncn1CCCn1ccnc1,-22.8%,21.0%,?,-3.4,17.7%,-6.4%,-0.6,-0.4%,-8.4%
Cc1cc(C(=O)O)ccc1NCc1ccncc1,6.3%,12.2%,-3.0%,-5.2,-26.5%,5.0%,-0.1,7.9%,-9.6%
Cc1c(NC(=O)COC(=O)c2ccc(O)cc2)c(=O)n(-c2ccccc2)n1C,5.6%,-11.8%,-0.7%,0.7,-5.1%,-9.4%,1.5,-11.3%,2.2%
Cc1ccc(OCc2cc(C(=O)NCC(C)(C)N3CCOCC3)no2)cc1C,-7.5%,-3.9%,-0.7%,5.2,-28.8%,-9.6%,0.8,0.0%,7.0%
S=c1[nH]nc(-c2ccc(Cl)cc2)n1CCCN1CCOCC1,0.4%,-33.0%,3.0%,-1.5,-1.9%,3.5%,0.6,-3.6%,-11.9%
CN(C)c1ccc(C2/C(=C(/O)c3ccccc3)C(=O)C(=O)N2CCCC(=O)O)cc1 (configuration not stated),4.4%,-0.8%,0.0%,3.0,15.5%,-2.0%,0.9,-3.5%,6.0%

SMILES,WRN inhibitor,FUS yeast rescue,aSyn yeast inh,PI5P4K alpha inh,EPAC1 antagonist,EPAC1 agonist,IL-2 act,Abeta yeast res,PLK1 PBD block
CCOC(=O)C(=CNc1cc(C)ccn1)C(=O)OCC,-23.3%,nt,-4.1%,-1.7,-5.4%,-1.8%,-0.6,-30.1%[inhibitor],-13.4%
COc1cc(C(O)c2nc(-c3cccc(NC(C)=O)c3)cs2)ccc1F (configuration not stated),-3.6%,-5.4%,-2.8%,2.6,-2.8%,-7.1%,0.4,-2.0%,-2.7%
O=C(NCCc1ccccc1)C1CCC(CNS(=O)(=O)c2cccc3cccnc23)CC1 (configuration not stated),-9.1%,22.1%,4.3%,1.7,-8.0%,5.3%,-0.4,5.6%,-3.8%
COCCNC(=O)C1CCCN(c2nn3c(=O)cc(C)nc3s2)C1 (configuration not stated),5.6%,17.8%,-0.4%,2.5,5.6%,2.0%,2.0,-10.4%,-9.7%
O=S(=O)(NCc1ccc2c(c1)OCO2)c1ccc(F)cc1,-12.2%,2.0%,6.1%,2.0,-20.7%,0.1%,0.9,21.2%,-12.6%
O=C(CSc1nc2ccccc2c(=O)n1Cc1ccco1)N1CCN(c2ccccc2)CC1,-3.8%,23.8%,18.2%,4.8,-1.4%,8.7%,8.1,-7.0%,-8.1%
COc1ccc(C2=NN(C(=S)Nc3ccccc3)C(c3ccccc3)C2)cc1 (configuration not stated),2.7%,18.7%,16.4%,1.5,-11.3%,0.5%,-0.6,6.5%,-3.3%
COCCN(C(=O)c1ccccc1F)c1nnc(-c2ccc(OC)cc2)s1,-1.3%,?,18.6%,2.4,-26.2%,13.8%,-0.7,-21.4%,-6.1%
COc1cc(C(=O)Oc2ccccc2OC(=O)c2cc(OC)c(OC)c(OC)c2)cc(OC)c1OC,3.7%,0.4%,2.6%,-0.6,-10.6%,10.6%,0.1,2.0%,1.2%
